Screening data as filed in PubChem.
HT1080 viability = cytotoxicity in HT1080 fibrosarcoma cells, cell-based, fluorescence readout (AID 620); HT1080 viability, fluorescence; higher % means a stronger effect; hit rate 0.42% among 87,000; cytotoxicity, % at 10 µM; hits with a dose series show EC50 in µM;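 also: cells exposed to compound overnight then 4 h with Alamar Blue; 0% = vehicle DMSO and 100% = killing control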
HPDE-C7 cytotoxicity = cytotoxicity in HPDE-C7 cells, cell-based, fluorescence, HTS (AID 430) | HPDE-C7 pancreatic duct cells viability, fluorescence; higher % means a stronger effect | cytotoxicity, % at 10 µM, or EC50 in µM where a hit was titrated | hit rate 1.8% among 63,000;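 also: cells exposed to compound for 48 hours before viability readout; 0% = vehicle and 100% = reference cytotoxic drug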
PMK inhibit = S. pneumoniae PMK inhibitors, primary screen, biochemical, mevalonate pathway, pilot trial included; purified PMK, PK/LDH-coupled NADH absorbance 340 nm; inhibition, % at 10 µM; hit rate 0.49% among 65,000; phosphomevalonate kinase (Streptococcus pneumoniae D39);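 active = top-ranked compounds by inhibition in the single 10 µM screen, taking a fixed number of the strongest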;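 also: 0% = full reaction with DMSO carrier and 100% = background rate without enzyme reaction; no value below 0 was filed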
LYP phosphatase = LYP phosphatase inhibitors, primary screen, biochemical, DiFMUP fluorescence, recombinant catalytic domain, 10 µM (AID 606); Tyrosine-protein phosphatase non-receptor type 22 (Homo sapiens); recombinant LYP catalytic domain, DiFMUP fluorescence; higher % means a stronger effect; one-dose inhibition, % at 10 µM; IC50 in µM for titrated hits; 52,000 tested, under 10 active;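 active = IC50 under 40 µM in the dose-response test; inactive = IC50 of 40 µM or more, or never dose-tested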
Alkaline phosphatase = human TNAP enzyme inhibitors, biochemical, luminescent (AID 518); inhibition, % at 20 µM, or IC50 in µM where a hit was titrated; purified TNAP enzyme, luminescent substrate readout; higher % means a stronger effect; hit rate 0.09% among 64,000; in the data active = a potency from the dose series; inactive = the rest, 99 in 100 with inhibition below about 22%;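 also: plate controls were vehicle for no effect and reference inhibitor for full effect; many of its hits are not listed in these tables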
HPDE-C7K KRASV12 = cytotoxicity in KRAS-transformed pancreatic duct cells, primary screen, cell-based, fluorescence, HTS (AID 431) | HPDE-C7K KRASV12 cells, Alamar Blue viability, 48 h; higher % means a stronger effect | cytotoxicity, % at 10 µM; hits with a dose series show EC50 in µM | hit rate 1.7% among 63,000;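 active = compounds whose percent cytotoxicity in the single-dose primary screen, scaled between solvent and toxic-drug controls, exceeds 50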;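 also: 0% = DMSO solvent wells and 100% = doxorubicin-treated wells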
Bfl-1 inhibitors = Bfl-1 inhibitors, primary screen, biochemical, fluorescence polarization, FITC-Bid, mouse (AID 432); Bcl-2-related protein A1 (Mus musculus); FITC-Bid BH3 peptide fluorescence polarization displacement; higher % means a stronger effect; displacement, % at 20 µM, or IC50 in µM where a hit was titrated; hit rate 0.02% among 64,000; in the data active = a potency from the dose series; inactive = the rest, 99 in 100 with displacement below about 15%; also: strong numbers were not always called active
Spn DPM-DC inh = S. pneumoniae DPM-DC inhibitors, primary screen, biochemical, PK/LDH-coupled NADH fluorescence | purified DPM-DC | calls only at 10 µM | diphosphomevalonate decarboxylase (Streptococcus pneumoniae D39) | hit rate 0.49% among 65,000;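 active = the 320 compounds with the highest percent inhibition in the single-dose primary screen, excluding strongly autofluorescent ones, cut at about 32% in these data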;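 also: kinetic rate of NADH fluorescence loss reporting ADP formed by the decarboxylase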
Spn MK inh = S. pneumoniae MK inhibitors, primary screen, biochemical, PK/LDH-coupled NADH absorbance; mevalonate kinase [Streptococcus pneumoniae D39]; purified MK, PK/LDH-coupled NADH absorbance 340 nm; inhibition, % at 10 µM; hit rate 0.48% among 65,000; AID 555, 2006;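 active = ranked among the strongest by inhibition in the single 10 µM screen, a fixed top-ranked set picked for dose follow-up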; also: no value below 0 was filed
PMK inhibit pilot replicates = also measured in PMK inhibit; calls as there; inhibition, %; measured here: pilot screen replicates
Spn MK inh pilot replicates = recorded beside Spn MK inh, whose call it bears; inhibition, %; measured here: pilot screen replicates
Spn DPM-DC inh pilot screen % = recorded beside Spn DPM-DC inh, whose call it bears; inhibition, %; measured here: pilot screen trials
Active calls of the source: *; i = inactive; nt = no result given. Rule as the data show it, unless noted: active = cytotoxicity above about 50%; inactive = the rest.

SMILES | HT1080 viability | HPDE-C7 cytotoxicity | PMK inhibit | LYP phosphatase | Alkaline phosphatase | HPDE-C7K KRASV12 | Bfl-1 inhibitors | Spn DPM-DC inh | Spn MK inh | others
Cn1c(=O)c2c(nc(NCc3ccc4c(c3)OCO4)n2Cc2ccccc2)n(C)c1=O | 3% | 5% | 8 | nt | 5% | 12% | -3% | i | 0
CCOC(=O)C1CCCN(CC(=O)Nc2c(F)c(F)c(F)c(F)c2F)C1 (stereo unspecified) | -2% | 4% | 12 | 4% | 3% | -6% | -4% | i | 6
COC(=O)c1cccc(NC(=O)CN(c2ccc3c(c2)OCO3)S(C)(=O)=O)c1C | 0% | -12% | 1 | 0% | 14% | -4% | 0% | i | 6
CC(C)n1c(SCC(=O)N2CCCc3ccccc32)nc2c1c(=O)n(C)c(=O)n2C | -4% | -1% | 13 | -2% | 3% | 6% | 18% | i | 3
Cc1ccccc1NC(=O)CSc1nc(N)c(C#N)c(-c2cccs2)c1C#N | -3% | -10% | 8 | 4% | 12% | 6% | 1% | i | 0 | PMK inhibit pilot replicates=3.5;Spn MK inh pilot replicates=0.5;Spn DPM-DC inh pilot screen %=13
CCN(CC)Cc1cc(CC(C(N)=O)C(N)=O)ccc1OC | 10% | nt | 15 | -3% | 7% | nt | -11% | i | 2
Cc1nc2ccccc2cc1C(=O)NCc1ccco1 | -4% | -8% | 12 | nt | 16% | -2% | 2% | i | 0 | PMK inhibit pilot replicates=3.5;Spn MK inh pilot replicates=0.0;Spn DPM-DC inh pilot screen %=1.5
Cc1cc(OCc2nn[nH]n2)c2c(C)c(Cc3ccccc3)c(=O)oc2c1 | 6% | 21% | 12 | 1% | 10% | 14% | 0% | nt | 7
O=C1Cn2c(nc3ccccc32)N1c1ccccc1F | 4% | -3% | 10 | 11% | -1% | 1% | -6% | i | 1
COc1ccccc1OCCn1cc(C(=O)c2ccco2)c2ccccc21 | 3% | 31% | 17 | 13% | 15% | 23% | -6% | i | 0
CCCC1(C(=O)O)NC(c2cccc(OC)c2O)C2C(=O)N(c3ccccc3)C(=O)C21 (stereo unspecified) | 0% | -7% | 0 | 11% | 0% | -4% | -3% | i | 0
CC(C)(C)c1cc(-c2ccco2)c(C#N)c(SCC#N)n1 | 2% | 1% | 0 | nt | 12% | 10% | 2% | i | 9
O=C(CNCC1CCCO1)Nc1ccccc1-n1cccc1 (stereo unspecified) | -3% | -3% | 5 | 6% | 14% | 3% | -8% | i | 15 | PMK inhibit pilot replicates=4.0;Spn MK inh pilot replicates=0.0;Spn DPM-DC inh pilot screen %=2.5
CCc1ccc2c(c1)[C@]1(C(=O)N2)[C@@H]2C(=O)N(Cc3ccccc3)C(=O)[C@@H]2[C@@H]2CCCN21 | -2% | 12% | 0 | 4% | 13% | 13% | 0% | i | 6
Cc1ccc(C(=O)CCNc2ccc(Br)cc2)o1 | -3% | 5% | 2 | 6% | 16% | 2% | -2% | i | 6
CCn1c(=O)c(=O)n(CC)c2cc(S(=O)(=O)Nc3cccc(OC)c3)ccc21 | 11% | -10% | 0 | nt | 8% | -5% | 2% | i | 4
N#Cc1ccccc1CSc1ccccn1 | -5% | 8% | 0 | -9% | 14% | 1% | -2% | i | 9
CCC(C)(C)n1nnnc1C(C(C)C)N(CCCO)Cc1cc2cc(C)ccc2[nH]c1=O (stereo unspecified) | -2% | -1% | 10 | nt | 8% | -4% | 0% | i | 7
CCCn1c(NC(=O)c2cccc(S(=O)(=O)N3CCCC3)c2)nc2ccccc21 | 14% | 62%* | 17 | 4% | -1% | 54%* | -2% | i | 0
C=CCn1c(COc2ccc(Cl)cc2)nnc1SCc1ccc(C#N)cc1 | -12% | -15% | 2 | -12% | 14% | -8% | -7% | i | 3
COc1ccc(C2=NOC(C(=O)NCc3ccccc3)C2)cc1 (stereo unspecified) | 1% | 54%* | 9 | 0% | 0% | 36% | -6% | i | 2
CCOC(=O)CNC(=O)C1c2cc(OC)c(OC)cc2C(=O)N(C)C1c1ccccc1F (stereo unspecified) | 14% | -4% | 0 | nt | 12% | 0% | -4% | i | 7
COCCCNC(=O)C(F)(F)C(F)(F)C(=O)NCCCOC | -12% | -6% | 5 | 6% | 3% | -2% | -9% | i | 6
CCC(=O)c1cn(CC(=O)NCc2cccnc2)c2ccccc12 | 0% | -1% | 5 | 2% | 3% | -8% | 0% | i | 3
Cc1ccc(Cl)cc1N1CCN(C(=O)c2cn(C)c(=O)c3c2c2ccccc2n3C)CC1 | 20% | 93%* | 12 | 1% | 9% | 110%* | -8% | i | 0 | PMK inhibit pilot replicates=5.0;Spn MK inh pilot replicates=7.0;Spn DPM-DC inh pilot screen %=6.0
O=C(CSc1nc2ccncc2[nH]1)Nc1ccccc1C(F)(F)F | 3% | -6% | 13 | 11% | 14% | -1% | 8% | i | 1
CN(C)c1ccc(-c2nn3c(-c4ccc(Cl)cc4)nnc3s2)cc1 | -10% | -16% | 0 | 13% | 6% | -7% | -4% | i | 2
CCn1c(COc2cccc(OC)c2)nnc1SCC(=O)N1CCOCC1 | 4% | 0% | 8 | 8% | 15% | 4% | -2% | i | 4
Cc1nnc(NC(=O)c2ccc3ccccc3c2)o1 | -2% | 0% | 0 | 11% | 8% | -8% | -10% | nt | 6
O=C(C1=C(O)C(=O)N(CCCN2CCOCC2)C1c1ccccn1)c1cccs1 (stereo unspecified) | 0% | 2% | 2 | 1% | 9% | 13% | 4% | i | 11

Nothing new here: three of the compounds above.
SMILES | HT1080 viability | HPDE-C7 cytotoxicity | PMK inhibit | LYP phosphatase | Alkaline phosphatase | HPDE-C7K KRASV12 | Bfl-1 inhibitors | Spn DPM-DC inh | Spn MK inh | others
CCn1c(=O)c(=O)n(CC)c2cc(S(=O)(=O)Nc3cccc(OC)c3)ccc21 | 11% | -10% | 0 | nt | 8% | -5% | 2% | i | 4
N#Cc1ccccc1CSc1ccccn1 | -5% | 8% | 0 | -9% | 14% | 1% | -2% | i | 9
CCC(C)(C)n1nnnc1C(C(C)C)N(CCCO)Cc1cc2cc(C)ccc2[nH]c1=O (stereo unspecified) | -2% | -1% | 10 | nt | 8% | -4% | 0% | i | 7

The list goes on:
SMILES | HT1080 viability | HPDE-C7 cytotoxicity | PMK inhibit | LYP phosphatase | Alkaline phosphatase | HPDE-C7K KRASV12 | Bfl-1 inhibitors | Spn DPM-DC inh | Spn MK inh | others
Cc1ccc(S(=O)(=O)N2CCCC2C(=O)OCc2nc3ccccc3s2)cc1 (stereo unspecified) | 22% | 5% | 11 | -1% | 11% | 10% | 1% | i | 4 | PMK inhibit pilot replicates=3.5;Spn MK inh pilot replicates=0.0;Spn DPM-DC inh pilot screen %=0.0
O=C(Nc1ccc(F)cc1)N1CCn2c(nc3ccccc32)C1 | 7% | -9% | 15 | 2% | 10% | -4% | -6% | i | 0
Cc1cc(Nc2ccccc2F)n2nc(C)nc2n1 | -1% | -3% | 13 | -2% | 6% | 10% | 0% | i | 0
CCCOC(=O)c1ccc(Nc2cc(C)nc3ncnn23)cc1 | -1% | nt | 5 | 12% | 2% | nt | 1% | i | 10
Cc1ccc(-c2nc(CS(=O)CC(=O)NCc3ccccn3)c(C)o2)cc1 (stereo unspecified) | -4% | -8% | 13 | -5% | -8% | -16% | -7% | i | 9
Cc1c(C(=O)NCc2ccccn2)oc2ccccc12 | -5% | -13% | 0 | 11% | 10% | -7% | -1% | i | 7 | PMK inhibit pilot replicates=5.0;Spn MK inh pilot replicates=4.0;Spn DPM-DC inh pilot screen %=3.5
Cc1nc2ccccc2c2c1C(=O)N(CCC1=CCCCC1)C2=O | -2% | -3% | 2 | 4% | 14% | 10% | 2% | i | 9 | PMK inhibit pilot replicates=5.0;Spn MK inh pilot replicates=0.0;Spn DPM-DC inh pilot screen %=1.5
CC1CN(S(=O)(=O)c2ccc(NC(=O)c3ccco3)cc2)CC(C)O1 (stereo unspecified) | -3% | -3% | 0 | 0% | 6% | 0% | -4% | i | 11
O=c1c2ccccc2nc(SCc2nnc(-c3ccccc3)o2)n1-c1ccccc1 | -11% | 5% | 0 | -2% | 4% | 3% | 7% | i | 3
CCOC(=O)c1cnc2sccn2c1=O | -3% | 1% | 6 | 5% | 3% | -12% | 3% | nt | 3
COc1ccc(NC(=O)C2=C(C)NC(=O)NC2c2cccc(OC)c2OC)c(OC)c1 (stereo unspecified) | nt | -3% | 15 | 1% | 10% | -14% | -2% | i | 0
Cc1ccc(-n2c(-c3ccncc3)nnc2-c2cccs2)cc1 | -2% | -7% | 9 | -2% | 16% | 1% | 0% | i | 6 | PMK inhibit pilot replicates=2.0;Spn MK inh pilot replicates=0.0;Spn DPM-DC inh pilot screen %=2.0
COC(=O)c1ccc(CSc2nc(N)cc(N)n2)cc1 | -4% | -4% | 11 | 9% | -1% | -2% | -9% | i | 8
O=C1c2ccccc2NC(c2ccc(Cl)cc2Cl)N1O (stereo unspecified) | 25% | 7% | 19 | 1% | 12% | 8% | -1% | i | 0
CC(C)C1N=C2c3ccccc3N=C(SCC#N)N2C1=O (stereo unspecified) | 27% | -4% | 8 | nt | 8% | -6% | 4% | i | 7
O=C(Nc1ccc(F)cc1F)c1cc2ncc(Br)cn2n1 | -1% | -7% | 2 | -10% | 11% | -5% | -2% | i | 6
COc1ccccc1N1CCN(C(=O)c2sc3nc(-c4ccccc4)cn3c2C)CC1 | 19% | nt | 8 | 6% | nt | nt | nt | i | 5
Cc1ccc(-c2nc(C#N)c(N3CCCCC3)o2)cc1 | 22% | -10% | 1 | -7% | 9% | 0% | -4% | nt | 0
CC(C)CNS(=O)(=O)c1ccc(CCC(=O)N2CCN(Cc3ccc4c(c3)OCO4)CC2)cc1 | -6% | 1% | 12 | 4% | 6% | 9% | 9% | i | 6
O=C(CSc1nnc(-c2ccc(Cl)s2)o1)N1CCc2ccccc21 | 10% | 1% | 0 | 1% | 6% | 1% | -10% | i | 0
CCCn1c(=O)c(C(=O)Nc2c(C)n(C)n(-c3ccccc3)c2=O)c(O)c2ccccc21 | -8% | 21% | 4 | 6% | 8% | 5% | -8% | i | 14
COc1ccc(Cc2nc(-c3ccc(NC(=O)c4cccnc4)cc3)no2)cc1 | 30% | 27% | 0 | 10% | 14% | 34% | 0% | i | 3 | PMK inhibit pilot replicates=4.0;Spn MK inh pilot replicates=0.0;Spn DPM-DC inh pilot screen %=1.0
CCOC(=O)c1[nH]c2ccc(OCC)cc2c1NC(=O)CN1CCCC(C)C1 (stereo unspecified) | -10% | -2% | 6 | 6% | 7% | 1% | 0% | nt | 3
CCOC(=O)/C=C1\CC(=O)Nc2nonc2N1 | 13% | -9% | 0 | -2% | 5% | -1% | 2% | i | 5 | PMK inhibit pilot replicates=4.0;Spn MK inh pilot replicates=0.5;Spn DPM-DC inh pilot screen %=1.5
CCCCOC(=O)c1ccc(NC(C)=O)cc1 | 2% | -11% | 0 | nt | 13% | -20% | 0% | i | 6

Rows were taken by chance; any-hit rate near 3.4%.
